Screening results: PubChem, several laboratories
TCR-CD3 inh = inhibitors of human TCR-CD3 interaction, primary screen, biochemical, fluorescence, TAMRA-labeled TCR probe | T-cell receptor (TCR) | inhibition, % at 9.4 µM | actives 0.37% (n = 360,000); in the data active = inhibition above about 19%;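 also: recombinant mutant TCR 2C K166C tagged with TAMRA read by polarization; 0% = receptor in buffer alone and 100% = receptor with positive control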
NR1D1 modulator = modulators of Rev-erb alpha DNA binding, primary screen, biochemical, FITC-DNA, fluorescence polarization, uHTS. actives 0.79% (n = 370,000). Rev-erbα–FITC-DNA binding, 90 min. Nuclear receptor subfamily 1 group D member 1 (Homo sapiens), P20393. activity, % at 10 µM;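 active = activity above about 14%, limit read from the data; passing the limit was not always enough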;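 also: 0% = DMSO wells with 35 nM protein and 100% = DMSO wells with 750 nM protein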
PRMT1 FP inh = PRMT1 methyltransferase inhibitors, primary screen, biochemical, fluorescence polarization | Protein arginine N-methyltransferase 1 (Homo sapiens), Q99873 | recombinant PRMT1, activity-based probe fluorescence polarization | inhibition, % at 2.79 µM | actives 1.3% (n = 370,000);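 active = inhibition above about 21% made by adding two undisclosed values, limit read from the data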
Target sequence (Q99873 whole entry, looked up): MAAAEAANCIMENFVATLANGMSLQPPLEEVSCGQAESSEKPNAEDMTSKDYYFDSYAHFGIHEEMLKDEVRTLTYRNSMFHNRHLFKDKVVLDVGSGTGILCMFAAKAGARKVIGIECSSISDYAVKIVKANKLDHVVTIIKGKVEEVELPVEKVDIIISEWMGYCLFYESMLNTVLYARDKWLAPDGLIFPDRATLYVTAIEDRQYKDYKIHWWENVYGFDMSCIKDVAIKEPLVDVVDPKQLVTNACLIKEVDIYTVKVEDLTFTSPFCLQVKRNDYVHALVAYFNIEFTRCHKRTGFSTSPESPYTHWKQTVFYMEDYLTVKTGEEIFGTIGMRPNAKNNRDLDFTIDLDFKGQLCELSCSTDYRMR
HTRA1 inh = HTRA1 serine protease inhibitors, primary screen, biochemical, fluorescence polarization, HTS; Q92743; recombinant HTRA1, FP-rhodamine activity-based probe; inhibition, % at 5.96 µM; actives 0.5% (n = 340,000); in the data active = inhibition above about 36%;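 also: 0% = enzyme with DMSO and 100% = wells lacking enzyme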
LEDGF integ inh = blockers of LEDGF/p75-dependent integrase strand transfer – biochemical, TR-FRET, high throughput, primary screen | AID 743269, 2014 | TR-FRET IN-LEDGF/p75 DNA integration, Eu/Cy5 | HIV-1 integrase (with human LEDGF/p75) | actives 0.64% (n = 370,000) | inhibition, % at 3.7 µM;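 active = inhibition above the screen-wide mean plus 3 SD, cut at about 13% in these data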;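 also: signal is the Cy5 over europium emission ratio at 671 and 618 nm; 0% = plate median of compound wells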
PG9 Ab binder = binders of HIV-1 gp120 antibody PG9, primary screen, biochemical, TR-FRET | HIV-1 gp120 / PG9 antibody interaction | TR-FRET gp120-PG9 antibody binding | inhibition, % at 6.7 µM | actives 0.43% (n = 360,000); in the data active = inhibition above about 8.5%
UHRF1 MBD2 ctr = UHRF1 methylated DNA binding inhibitors, primary screen, counter-screen for MBD2 inhibitor project, biochemical, TR-FRET, human UHRF1, single concentration; E3 ubiquitin-protein ligase UHRF1 (Homo sapiens), Q96T88; UHRF1 binding to methylated oligo; inhibition, % at 4.4 µM; actives 0.75% (n = 370,000); AID 687016, 2013; in the data active = inhibition above about 21%;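 also: UHRF1 SRA domain binding a hemimethylated CpG hairpin DNA probe; 0% = median of test compound wells and 100% = reference inhibitor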
MBD2 DNA inh = inhibitors of MBD2 binding to methylated DNA, primary screen, biochemical, TR-FRET, DNA-binding domain, human; inhibition, % at 4.4 µM; MBD2 binding to methylated oligonucleotide; Methyl-CpG-binding domain protein 2 (Homo sapiens), Q9UBB5; AID 686964, 2013; actives 0.31% (n = 370,000); in the data active = inhibition above about 13%
rCAG RNA binder = binders of r(CAG) RNA repeats, primary screen, biochemical, fluorescence; r(CAG) RNA repeat, TO-PRO-1 dye displacement fluorescence; inhibition, % at 3 µM; actives 1.3% (n = 370,000);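 active = inhibition above the plate cutoff, the mean of all test compounds on that plate plus 3 SD, cut at about 35% in these data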;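 also: 0% = DMSO alone and 100% = 100 µM mitoxantrone as full dye displacement; higher means more dye released from RNA so lower well fluorescence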
mABHD4 FP = ABHD4 inhibitors, primary screen, biochemical, fluorescence polarization, mouse | inhibition, % at 8.92 µM | actives 0.54% (n = 370,000) | purified mABHD4, FP-Rh probe fluorescence polarization | (Lyso)-N-acylphosphatidylethanolamine lipase (Mus musculus), Q8VD66;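 active = inhibition exceeding the mean over every tested compound plus 3 SD, cut at about 30% in these data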;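 also: 0% = plate median of compound wells and 100% = S159A mutant with DMSO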
Target sequence (Q8VD66 whole entry, looked up): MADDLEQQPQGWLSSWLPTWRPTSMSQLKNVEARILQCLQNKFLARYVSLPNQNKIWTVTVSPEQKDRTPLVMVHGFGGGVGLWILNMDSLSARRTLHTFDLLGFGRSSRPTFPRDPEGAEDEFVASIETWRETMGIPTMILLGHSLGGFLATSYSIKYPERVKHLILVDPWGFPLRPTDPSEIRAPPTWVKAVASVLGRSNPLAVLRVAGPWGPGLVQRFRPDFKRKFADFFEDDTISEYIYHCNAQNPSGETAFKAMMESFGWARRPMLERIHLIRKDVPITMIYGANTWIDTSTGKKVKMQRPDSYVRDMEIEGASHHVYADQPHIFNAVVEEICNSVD
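Assay system: wild-type mouse ABHD4 protein; compound: single nominal dose of 8.92 µM, 0.89% DMSO final; schedule: 45 min + 60 min at 25 °C; measured by: FP readout, ex 525 nm / em 598 nm; evaluation: % inhibition of FP-Rh probe binding versus controls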
Numbers without * were called inactive; · = no result given. A portion of the library; count on the stated rates, not on these rows.

| smiles | TCR-CD3 inh | NR1D1 modulator | PRMT1 FP inh | HTRA1 inh | LEDGF integ inh | PG9 Ab binder | UHRF1 MBD2 ctr | MBD2 DNA inh | rCAG RNA binder | mABHD4 FP |
| --- | --- | --- | --- | --- | --- | --- | --- | --- | --- | --- |
| CCCC(=O)Nc1nnc(-c2ccco2)s1 | -5 | 7 | 3 | -1 | 0 | -2.4 | -1 | -1 | -3 | 0 |
| COc1cccc(C(=O)NCC(=O)N/N=C(C)\C=C\c2ccccc2)c1 | 7 | -2 | -2 | -1 | -3 | -3.0 | -1 | 0 | -1 | -1 |
| Cc1ccc(NC(=O)C2CCN(S(=O)(=O)c3cccc(C(F)(F)F)c3)CC2)nc1 | 2 | -1 | -2 | 0 | 2 | 0.6 | 1 | -1 | -10 | -3 |
| Nc1c(C(=O)c2ccc(Cl)cc2)sc2c1c(=O)[nH]c(=O)n2-c1ccccc1 | 3 | 1 | -1 | -12 | 0 | 1.0 | 5 | -4 | 7 | -6 |
| CCCCn1c(N)c(N(CCOC)C(=O)c2cnc(C)cn2)c(=O)[nH]c1=O | -5 | 0 | 2 | 4 | 3 | -0.6 | 0 | 2 | 0 | 6 |
| CCC(c1nnnn1CS(=O)(=O)c1ccc(C)cc1)N1CCC(C(N)=O)CC1 (stereo unspecified) | 2 | 3 | 1 | 1 | -3 | -0.3 | 0 | 2 | 1 | 8 |
| Cc1cc(Br)ccc1OCc1nnc(-c2ccccc2)o1 | -9 | 3 | 4 | · | 4 | 4.2 | 7 | 6 | -5 | -20 |
| CC(C)C(C#CC1CC1)N(Cc1ccc2c(c1)OCO2)C(N)=NC(=O)/C=C/c1cccc(C(F)(F)F)c1 (stereo unspecified) | · | -3 | 2 | · | 0 | · | 0 | -1 | · | 4 |
| O=C(Nc1c(-c2ccc(C(F)(F)F)cc2)nc2ncccn12)c1ccc(F)cc1 | · | -5 | 4 | · | -1 | · | -2 | -8 | 4 | 6 |
| COC(=O)c1ccc(Cl)c(S(=O)(=O)N2CCCC2)c1 | 0 | -5 | -1 | 0 | -2 | 0.6 | 5 | -1 | -3 | -3 |
| Cc1nn(CCOc2ccccc2)c(=O)n1-c1ccccc1 | 5 | -3 | 1 | -5 | 2 | 0.3 | 1 | -2 | -2 | 4 |
| COC(=O)C1=CN(c2ccc(OC)cc2)C(N)=C(C#N)C1c1ccccc1F (stereo unspecified) | 7 | -3 | 0 | · | 0 | 0.4 | -1 | 4 | 4 | 0 |
| Cc1ccc(NC(=O)COc2coc(CN3CCN(c4ccccc4)CC3)cc2=O)cc1 | -1 | -2 | 2 | 2 | -2 | 1.3 | 2 | -1 | 1 | 7 |
| COc1ccc2c(c1)c(C(=O)N/N=C/c1ccc(O)c(O)c1)c(C)n2C | 5 | 0 | 2 | 43* | -4 | -4.6 | 2 | 2 | 7 | 16 |
| Cc1cccc(NC(=O)CCNS(=O)(=O)c2cccc3nonc23)c1C | 1 | 5 | 1 | 1 | -6 | -3.0 | 0 | 2 | 6 | 2 |
| C=CCN(CC#Cc1ccc(C(F)(F)F)cc1)CC=C | · | 1 | -4 | · | 10 | · | 0 | 1 | 0 | -6 |
| CC(=O)c1ccccc1OCCCOc1cccc2cccnc12 | -19 | 1 | 2 | -2 | -3 | 1.5 | -1 | 4 | -8 | -7 |
| Cc1cc(NS(=O)(=O)c2ccc(NC(=S)NC(=O)c3ccc(Cl)cc3Cl)cc2)no1 | 1 | 0 | 2 | -24 | -2 | -2.0 | 0 | 2 | 65* | -9 |
| Cc1ccc(-c2nc(CS(=O)(=O)CC(=O)NC3CCCCC3C)c(C)o2)cc1 (stereo unspecified) | 6 | 14 | -4 | -8 | 3 | 1.3 | 4 | -10 | -1 | -10 |
| CCCCn1c(N)c(N(CC(C)C)C(=O)CCNC(=O)c2ccc(Cl)cc2)c(=O)[nH]c1=O | 2 | -1 | 2 | 0 | -2 | 0.1 | 2 | 3 | -1 | 1 |
| CCNC(C(=O)c1c[nH]c2c(CC)cccc12)c1ccccc1 (stereo unspecified) | 2 | -5 | 3 | -13 | -3 | -0.2 | 3 | 6 | 2 | 2 |
| Cc1ccc(NC(=O)Nn2cnnc2)c(C)c1 | -1 | 3 | 5 | 6 | -3 | 0.9 | -1 | -4 | -2 | -5 |
| CCC1CCCCN1CC(O)Cn1c2ccccc2n2c(=O)cc(C)c(C#N)c12 (stereo unspecified) | -6 | -6 | -2 | 2 | 2 | -0.1 | 3 | 5 | -1 | -1 |
| O=C(c1cccs1)N1C[C@H](O)[C@@H](n2cc(-c3ccc(F)cc3)nn2)C[C@@H]1c1ccccc1 | -2 | -3 | 1 | -10 | -2 | -3.4 | -2 | 0 | 1 | -1 |
| CCc1ccccc1NS(=O)(=O)c1cc(C)ccc1OC | 4 | 0 | 2 | -3 | 1 | -1.1 | 2 | 5 | -7 | -5 |

Some of the entries so far, with values under each structure.
The line under a structure holds: TCR-CD3 inh	NR1D1 modulator	PRMT1 FP inh	HTRA1 inh	LEDGF integ inh	PG9 Ab binder	UHRF1 MBD2 ctr	MBD2 DNA inh	rCAG RNA binder	mABHD4 FP
> Cc1ccc(NC(=O)COc2coc(CN3CCN(c4ccccc4)CC3)cc2=O)cc1
→ -1	-2	2	2	-2	1.3	2	-1	1	7
> COc1ccc2c(c1)c(C(=O)N/N=C/c1ccc(O)c(O)c1)c(C)n2C
→ 5	0	2	43*	-4	-4.6	2	2	7	16
> Cc1cccc(NC(=O)CCNS(=O)(=O)c2cccc3nonc23)c1C
→ 1	5	1	1	-6	-3.0	0	2	6	2
> C=CCN(CC#Cc1ccc(C(F)(F)F)cc1)CC=C
→ ·	1	-4	·	10	·	0	1	0	-6
> CC(=O)c1ccccc1OCCCOc1cccc2cccnc12
→ -19	1	2	-2	-3	1.5	-1	4	-8	-7
> Cc1cc(NS(=O)(=O)c2ccc(NC(=S)NC(=O)c3ccc(Cl)cc3Cl)cc2)no1
→ 1	0	2	-24	-2	-2.0	0	2	65*	-9
> Cc1ccc(-c2nc(CS(=O)(=O)CC(=O)NC3CCCCC3C)c(C)o2)cc1 (stereo unspecified)
→ 6	14	-4	-8	3	1.3	4	-10	-1	-10
> CCCCn1c(N)c(N(CC(C)C)C(=O)CCNC(=O)c2ccc(Cl)cc2)c(=O)[nH]c1=O
→ 2	-1	2	0	-2	0.1	2	3	-1	1
> CCNC(C(=O)c1c[nH]c2c(CC)cccc12)c1ccccc1 (stereo unspecified)
→ 2	-5	3	-13	-3	-0.2	3	6	2	2
> Cc1ccc(NC(=O)Nn2cnnc2)c(C)c1
→ -1	3	5	6	-3	0.9	-1	-4	-2	-5
> CCC1CCCCN1CC(O)Cn1c2ccccc2n2c(=O)cc(C)c(C#N)c12 (stereo unspecified)
→ -6	-6	-2	2	2	-0.1	3	5	-1	-1
> O=C(c1cccs1)N1C[C@H](O)[C@@H](n2cc(-c3ccc(F)cc3)nn2)C[C@@H]1c1ccccc1
→ -2	-3	1	-10	-2	-3.4	-2	0	1	-1
> CCc1ccccc1NS(=O)(=O)c1cc(C)ccc1OC
→ 4	0	2	-3	1	-1.1	2	5	-7	-5
